High-throughput results from PubChem.
FAS TE block – inhibitors of human fatty acid synthase thioesterase domain; P49327; recombinant FAS-TE, OMFH fluorogenic substrate, fluorescence endpoint; inhibition, % at 15 µM; actives 0.67% (n = 360,000); AID 602261;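 active = compounds whose normalised, plate-corrected inhibition of enzyme fluorescence in the single-dose primary screen is 50% or more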;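 also: 0% = DMSO with enzyme and 100% = substrate without enzyme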
TbMetRS inhib – blocks T. brucei methionyl-tRNA synthetase activity | purified T. brucei MetRS, ATP depletion, Kinase-Glo luminescence | inhibition, % at 11.9 µM | actives 0.4% (n = 360,000);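 active = inhibition above a per-plate cutoff of the control wells' mean inhibition plus 3 SD, cut at about 5.5% in these data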;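 also: 0% = DMSO wells median and 100% = median of wells with control inhibitor compound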
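technique = Kinase-Glo luminescence, ATP depletion format | system = purified MetRS (methionyl-tRNA synthetase) enzyme from Trypanosoma brucei | timing = 15 min preincubation, 2 h reaction, all 25 °C | evaluation = percent inhibition versus plate control medians | dosing = single dose, 11.9 µM final nominal, 0.9% final DMSO | also added = substrates ATP, L-methionine and bulk Escherichia coli tRNA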
CendR NRP1 mod – modulators of CendR peptide binding to human neuropilin-1; O14786; FAM-RPARPAR peptide binding to NRP-1, fluorescence polarization; inhibition, % at 25 µM; actives 0.85% (n = 360,000);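 active = inhibition or corrected inhibition above about 18%, plus a signal ratio from 0.5 to 1.5, limit read from the data, passing the limit was not always enough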; also: strong numbers were not always called active
Target sequence (O14786 whole entry, looked up): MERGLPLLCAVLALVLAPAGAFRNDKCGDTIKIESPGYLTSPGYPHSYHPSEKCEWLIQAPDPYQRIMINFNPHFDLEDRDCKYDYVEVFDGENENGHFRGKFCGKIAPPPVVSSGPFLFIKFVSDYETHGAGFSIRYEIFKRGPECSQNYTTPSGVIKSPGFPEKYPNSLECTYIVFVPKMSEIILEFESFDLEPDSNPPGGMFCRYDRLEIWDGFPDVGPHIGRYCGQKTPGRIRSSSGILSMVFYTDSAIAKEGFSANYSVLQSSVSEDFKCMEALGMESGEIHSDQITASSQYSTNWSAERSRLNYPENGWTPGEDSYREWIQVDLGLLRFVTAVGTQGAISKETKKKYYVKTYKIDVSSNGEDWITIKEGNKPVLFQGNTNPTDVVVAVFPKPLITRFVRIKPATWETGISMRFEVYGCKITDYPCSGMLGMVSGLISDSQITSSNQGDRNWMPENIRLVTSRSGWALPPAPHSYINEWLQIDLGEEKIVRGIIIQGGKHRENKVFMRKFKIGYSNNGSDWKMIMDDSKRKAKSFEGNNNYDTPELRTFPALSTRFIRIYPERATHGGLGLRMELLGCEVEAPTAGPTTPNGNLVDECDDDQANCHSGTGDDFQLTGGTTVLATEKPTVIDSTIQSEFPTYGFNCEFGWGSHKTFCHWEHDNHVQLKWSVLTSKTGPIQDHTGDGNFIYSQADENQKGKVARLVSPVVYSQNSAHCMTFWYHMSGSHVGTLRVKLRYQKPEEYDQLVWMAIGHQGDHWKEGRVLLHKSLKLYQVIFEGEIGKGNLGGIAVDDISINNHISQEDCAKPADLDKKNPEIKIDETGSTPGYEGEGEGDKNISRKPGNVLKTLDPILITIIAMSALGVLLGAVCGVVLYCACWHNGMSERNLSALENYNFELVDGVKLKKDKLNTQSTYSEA
MsrA act – activates bovine MsrA enzyme; purified bovine MsrA, absorbance read-out; activation, % at 10.6 µM; actives 0.3% (n = 360,000); AID 602163; in the data active = activation above about 7.5%;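 also: 0% = vehicle and 100% = reference activator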
MT1-MMP act inh – MT1-MMP (human) activation inhibition; GFP/RFP ratio change, % at 20 µM; actives 0.061% (n = 360,000); HT1080 RFP-PRO-GFP cells, GFP/RFP ratio fluorescence, overnight; percent of plate control window, DMSO zero; P50281; AID 651647;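 active = GFP/RFP ratio change of at least 30% with cell ATP level not reduced by more than half and red fluorescence within 50% of control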; also: strong numbers were not always called active
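Material: RFP-PRO-GFP reporter HT1080 cells. Dosing: single-point 20 µM compound, 1% DMSO. Controls: DMSO and RFP-L50D-GFP cell wells. Timing: cells overnight before dosing, compound overnight, 37 °C, 5% CO2. Measure: GFP/RFP fluorescence ratio.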
PABP1 MLLE inh – blocks PAM2 peptide binding to the PABP1 MLLE domain | P11940 | inhibition, % at 20 µM | GST-MLLE / FITC-PAM2 fluorescence polarization | actives 0.36% (n = 360,000) | AID 588489; in the data active = inhibition above about 35%, passing the limit was not always enough;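 also: plate controls were DMSO wells with GST-MLLE for no effect and wells lacking GST-MLLE protein for full effect; some results filed as inactive read as strong as hits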
SKN-1 inh – inhibitors of C. elegans SKN-1; C. elegans VP596 Pgst-4::GFP/RFP ratio, acrylamide-induced, 24 h; inhibition, % at 21.8 µM; actives 0.49% (n = 360,000); AID 624304;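 active = interference check ratio from 0.5 to 1.5 plus GFP to RFP signal ratio inhibition reaching or exceeding a fixed threshold, cut at about 30% in these data, passing the limit was not always enough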; also: some compounds called inactive have numbers as strong as hits
MsrA inh – inhibitors of bovine MsrA. purified bovine MsrA, absorbance read-out. inhibition, % at 15.5 µM. actives 0.75% (n = 360,000); in the data active = inhibition above about 4.5%;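 also: 0% = vehicle wells with enzyme and 100% = reference inhibitor wells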
E coli Lon inh – inhibitors of E. coli Lon protease; purified E. coli Lon protease, fluorescence polarization; actives 0.42% (n = 360,000); AID 602123; P0A9M0; inhibition, % at 7.94 µM; in the data active = inhibition above about 13%, passing the limit was not always enough;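 also: 0% = enzyme with probe and DMSO and 100% = no enzyme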
The depositor's hits bear a star; · = not tested or not shown.

SMILES	FAS TE block	TbMetRS inhib	CendR NRP1 mod	MsrA act	MT1-MMP act inh	PABP1 MLLE inh	SKN-1 inh	MsrA inh	E coli Lon inh
COc1ccc(-n2nc(C(=O)O)c3ccccc3c2=O)c(OC)c1	-4	0.0	0	-2	5	8	8	1.1	-3
COc1ccc(NC(=O)CN(c2ccccc2)S(=O)(=O)c2ccccc2)c(OC)c1	18	-0.9	2	-1	-3	13	-9	2.8	-11
O=C(NC1CC1)c1cccc(Br)c1	-13	0.1	-4	0	-1	-4	2	-0.1	2
Cc1ccc(C)c(-n2c(-c3cccnc3)n[nH]c2=S)c1	-1	-0.5	-3	-7	0	-18	-3	1.8	-4
NNC(=S)Nc1ccc(Cl)cc1	-4	-0.6	8	-4	-6	-12	1	-0.6	13
COc1ccc(S(=O)(=O)N2CCC(C(=O)NCc3ccncc3)CC2)cc1Cl	-3	-0.7	2	-6	1	2	-12	0.2	3
COc1ccc(CNC(=O)C2CCN(S(=O)(=O)c3c(C)n[nH]c3C)CC2)cc1	-4	0.0	6	-7	0	4	13	1.0	-14
CC(C)(C)OC(=O)C[C@@H]1C/C=C\C[C@H](CC(=O)N(CCO)Cc2ccccc2)C(=O)N2CCC[C@@H]2COC1=O	-2	-0.2	8	-1	0	8	9	-0.5	-7
COc1ccccc1/C=N/N1CCN(Cc2ccccc2Cl)CC1	19	-1.9	-1	4	0	0	-5	1.0	-4
Cc1ccc(-c2onc3ccc(C4(C)OCCO4)cc23)cc1	-1	-0.3	2	-2	-16	15	15	0.5	-8
CCOc1ccc(OCC)c(NC(=O)CSc2nnnn2CC)c1	-2	-1.3	4	-5	5	3	-48	-2.0	-4
O=S(=O)(Nc1cccc2ncccc12)c1cccs1	0	-0.7	-2	-9	-25	-9	-18	·	8
CC1CS(=O)(=O)CCN1N=Cc1ccc([N+](=O)[O-])o1 (stereo not given)	-2	-0.5	-4	10*	4	4	-11	0.3	1
COC(=O)c1ccc2c(=O)[nH]c(CSc3nc(-c4ccc(F)cc4)cs3)nc2c1	-6	-0.9	-20	-1	7	-26	13	-1.7	-9
C=CCNC(=S)N/N=C/c1cccc([N+](=O)[O-])c1	12	-0.9	4	-6	-1	28	3	1.2	-2
CCc1c(C#N)sc(C(N)=O)c1CC	6	-0.3	-1	-6	-12	-10	-8	-0.8	7
COC(=O)C1=C(C(=O)OC)[N+]2=C3N(C(=O)NC2(C)C)[C@H](CO)C[C@@]32c3ccccc3N(Cc3ccccc3)[C@@H]12	8	-0.2	11	-2	3	-3	3	-1.0	0
CCN(CCCc1ccccc1)CCCc1ccccc1	-6	-1.3	0	-6	3	-3	-9	-0.8	2
CN(C(=O)COC(=O)COc1ccc(N(C)S(=O)(=O)c2ccc(Cl)cc2)cc1)c1ccccc1	20	-0.1	6	-1	3	6	-7	1.8	3
Cc1cn([C@H]2C[C@H](O)[C@@H](CNCc3ccc(CN(C)S(C)(=O)=O)o3)O2)c(=O)[nH]c1=O	-8	0.2	-10	0	2	4	-2	-0.5	-2
COc1cc(SC)ccc1C(=O)NCCN1CCOCC1	-3	-1.1	-8	-3	2	17	0	-1.6	1
Cc1cc(C(=O)NCC(=O)OC(C)C(=O)N2CCOCC2)ccc1[N+](=O)[O-] (stereo not given)	-6	-0.4	12	-6	1	0	-19	2.3	-14
Cc1cc(O)c(C(=O)Nc2cccc(Cl)c2)c(=O)n1C	8	0.2	11	-4	-3	-7	0	-0.9	-4
O=C(O)CSC12CC3CC(C1)CC(C(=O)O)(C3)C2	0	-0.5	12	-8	11	1	-14	1.0	3
CCN1C(=O)CC(Sc2ccccc2C(=O)O)C1=O (stereo not given)	-11	-0.7	1	-5	0	20	-3	0.8	-5

Continued.
SMILES	FAS TE block	TbMetRS inhib	CendR NRP1 mod	MsrA act	MT1-MMP act inh	PABP1 MLLE inh	SKN-1 inh	MsrA inh	E coli Lon inh
C=CCn1c(COc2ccccc2)nnc1SCC(=O)N/N=C/c1ccc(C)cc1	3	0.1	-9	-4	6	-1	4	0.1	-10
CCOc1ccc(NC(=O)CSc2nc3ccsc3c(=O)n2Cc2ccc(C(=O)O)cc2)cc1	-9	-0.1	7	2	-1	-3	-4	-2.1	5
Cc1ccc(Sc2cnc3ccccc3n2)cc1	13	-0.1	6	2	-2	-1	13	0.6	0
CC(=O)c1cccc(NC(=O)c2cc(Cl)sc2Cl)c1	4	0.3	-4	-2	3	6	-5	-1.1	8
C=CCn1c(SCC(=O)Nc2ccc(N3CCOCC3)cc2)nnc1-c1ccco1	-4	0.3	-7	-2	1	-14	16	0.2	-9
O=C(Cn1c(-c2ccccc2)c[n+]2ccsc12)c1ccc(Br)cc1	-4	-0.3	1	-1	-11	10	4	-0.8	-4
Cc1onc(-c2c(F)cccc2Cl)c1C(=O)NCc1ccccn1	-2	0.0	-4	-3	-1	4	3	0.0	-5
C=C1C(=O)[C@]23C[C@H]1CC[C@H]2[C@]1(C)[C@@H](O)CC[C@@](C)(C(=O)O)[C@H]1C[C@@H]3O	-14	-0.5	23	-5	-4	16	19	-0.3	-2
CCn1c(SCC(=O)NCc2ccco2)nnc1C(C)C	-5	0.4	-12	-1	-9	5	18	-0.6	-9
Cc1ccc(C)c(S(=O)(=O)NCc2ccc(C(=O)N3CC(C)OC(C)C3)cc2)c1 (stereo not given)	-6	-0.8	3	-1	6	4	7	0.2	-7
CS(=O)(=O)N1CCN(c2ccccc2NC(=O)c2ccc(Br)o2)CC1	16	-0.9	-10	-4	-3	5	15	-0.3	8
COc1ccc(/C=N/c2nc3ccccc3n2CCN2CCCCC2)cc1OC	-8	0.3	2	-1	4	-7	5	-0.9	9
O=C(Cc1ccccc1)NCC(=O)OCC(=O)c1cccs1	-8	-0.3	-3	-2	-4	-6	15	-0.1	6
CCCCOc1ccc(Cc2n[nH]c(=S)n2N)cc1	-5	0.3	10	0	14	-28	1	0.7	6
CCCCN(C(=O)c1cc2c(s1)CCCCC2)c1c(N)n(CC(C)C)c(=O)[nH]c1=O	-10	-0.2	-1	-5	-4	-11	-3	3.6	7
CN(C)CCN1C(=O)C2C(C(=O)Nc3cc(Cl)cc(Cl)c3)C3C=CC2(O3)C1C(=O)NC1CCCCC1 (stereo not given)	-5	0.5	12	-3	-1	-6	10	0.9	9
CCN(CC)S(=O)(=O)c1ccc(C(=O)NCCCn2ccnc2)cc1	-4	-0.6	-4	-1	1	-8	-6	-1.0	-3
O=C(NCCO)c1ccc(-c2cnc3cccnn23)cc1	-3	-0.2	-13	-1	-7	-1	27	-0.2	-4
CCOC(=O)C1(Cc2ccccc2C(F)(F)F)CCN(C(C)CCn2cccn2)CC1 (stereo not given)	-6	-1.6	-10	-12	·	9	-5	0.7	-6
COc1ccc(NS(=O)(=O)c2cccc(C(=O)NCc3ccccc3CN3CCCC3)c2)cc1	-2	-0.3	4	-7	2	-17	1	-1.1	-1
O=C(NNC(=O)C1CCCO1)c1ccc(Br)cc1 (stereo not given)	-9	-0.3	-4	-4	3	-2	5	-1.4	13
Cc1ccc(NC2CCCN(C(=O)c3cc4ncccn4n3)C2)cc1C (stereo not given)	-3	0.4	8	1	2	11	-5	1.2	-6
CCCCNC(=O)CCCn1c(=O)c2ccccc2n(CC(=O)NCCC2=CCCCC2)c1=O	-7	-1.2	1	-8	4	-4	17	1.1	-6
COc1cccc(C(CNC(=O)c2ccc(Cl)c(S(=O)(=O)N3CCCC3)c2)N(C)C)c1 (stereo not given)	-1	-0.2	-9	-2	2	-1	10	-0.1	-8
Cc1cc(S(=O)(=O)N2CCCCC2CCNC(=O)C(=O)NCc2cccnc2)ccc1F (stereo not given)	-4	0.2	4	-4	-3	6	10	-0.4	4

(listing goes on)
SMILES	FAS TE block	TbMetRS inhib	CendR NRP1 mod	MsrA act	MT1-MMP act inh	PABP1 MLLE inh	SKN-1 inh	MsrA inh	E coli Lon inh
CN(Cc1ccccc1)C(=O)c1ccc(NC(=O)Cc2ccc(NC(=O)C3CCN(C(=O)CCc4ccccc4)CC3)cc2)cc1	12	-2.6	3	-7	13	-13	10	0.5	-10
Cc1ccc(C(=O)NCCC(=O)NCc2cc(=O)n(C)c(=O)n2C)cc1	-4	-0.9	5	-7	-3	11	-16	0.6	-3
O=C1N(Cc2cccnc2)C[C@@H]2C[C@@H](c3cccc(Oc4ccccc4)c3)N3CCC[C@@]123	-2	-0.4	-17	-2	-5	0	-3	-1.1	4
O=C(CCN1C(=O)c2ccccc2C1=O)Nc1ccccc1C(F)(F)F	-4	-1.0	4	-1	6	5	10	1.1	-3
O=C(NNC(=O)c1cnccn1)c1ccc(Cl)cc1	-5	0.2	0	-3	2	-15	-13	0.3	-4
COc1ncnc2c1ncn2CCCNc1ccc(C)c(C)c1	-8	-1.7	1	-5	1	-5	-17	1.2	5
COCCNC(=O)c1cc2c(c(-c3cccc(C#CC(C)(C)O)c3)n1)[C@@H](CCO)N(S(=O)C(C)(C)C)C2 (stereo not given in full)	-13	0.1	-33	-2	4	-7	8	0.8	-6
CC1CN(C(=O)CN2C(=O)c3ccccc3S2(=O)=O)CC(C)O1 (stereo not given)	-4	-0.3	0	7	1	0	4	2.3	-9
O=C(c1cccc(C(=O)N(c2ccccn2)C2CCCCC2)c1)N(c1ccccn1)C1CCCCC1	5	-0.2	-2	-1	-7	11	6	1.6	11
O=[N+]([O-])c1ccc([C@H](O)[C@H](CO)N=Cc2ccccc2O)cc1	8	-1.2	2	-4	0	8	6	1.2	-5
COc1ccc(N(CC(=O)Nc2ccc3c(c2)OCCO3)S(=O)(=O)c2cccnc2)cc1	1	-0.6	-7	0	5	-25	1	·	1
COc1ccc(C(=O)/C(=C\c2ccco2)N2C=CC=CC2=C(C#N)C#N)cc1	3	-1.1	1	-17	-11	-14	20	·	-9
CCOc1ccc(C(=O)Nc2ccc(Cl)cn2)cc1Cl	18	-0.3	-5	-3	0	-8	18	-0.9	-6
CCNC(=O)NC(=O)C(C)OC(=O)CNS(=O)(=O)c1c(Cl)cc(Br)cc1Cl (stereo not given)	-3	-0.4	10	-2	-3	7	6	0.3	0
Cc1ccccc1C(=O)NC1CCN(CC(=O)NCc2ccccc2)CC1	-7	-0.1	0	-1	1	6	13	0.1	-1
CCc1cc(=O)oc2cc(OCC(=O)NCCCn3ccnc3)c(Cl)cc12	5	-0.9	12	-13	11	22	5	1.7	-4
COc1ccc(CCNC(=O)C2CCCN2C(=O)Nc2ccc(C)cc2)cc1OC (stereo not given)	-6	0.1	10	-4	0	15	6	0.7	-1
CN(C)/C=C1\C(=O)Nc2ccccc21	-5	-0.6	-1	-5	-4	0	-8	3.4	-9
CCOC(=O)C1(Cc2cccc(OC)c2)CCN(Cc2ccc(OC)c(OC)c2)CC1	-1	-0.4	-9	-3	-5	2	4	-0.8	-1
COc1ccc(O)c(C=Nc2cc(NC(C)=O)c(Cl)cc2Cl)c1	-15	0.5	-16	-1	6	2	12	1.0	-2

Compounds above containing two or more sulfur atoms:
SMILES	FAS TE block	TbMetRS inhib	CendR NRP1 mod	MsrA act	MT1-MMP act inh	PABP1 MLLE inh	SKN-1 inh	MsrA inh	E coli Lon inh
O=S(=O)(Nc1cccc2ncccc12)c1cccs1	0	-0.7	-2	-9	-25	-9	-18	·	8
COC(=O)c1ccc2c(=O)[nH]c(CSc3nc(-c4ccc(F)cc4)cs3)nc2c1	-6	-0.9	-20	-1	7	-26	13	-1.7	-9
CCOc1ccc(NC(=O)CSc2nc3ccsc3c(=O)n2Cc2ccc(C(=O)O)cc2)cc1	-9	-0.1	7	2	-1	-3	-4	-2.1	5
